High-throughput results as filed in PubChem BioAssay.
NALP3 yeast inh = NALP3 inflammasome inhibitors in reconstituted yeast, primary screen, luminescence, uHTS; Yeast reconstituted NLRP3/ASC/caspase-1, beta-gal luminescence, 24 h; 0.39% of 330,000 active; inhibition, % at 10 µM;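 active = inhibition of 50% or more; inactive = inhibition below 50%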;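 also: plate controls were induced DMSO wells for no effect and uninduced yeast grown without galactose for full effect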
mIAP act = activators of mouse IAP, primary screen, biochemical, luminescence, uHTS; intestinal alkaline phosphatase [Mus musculus]; muIAP, CDP-Star luminescence, 30 min; active compounds read high; 1 = vehicle-only enzyme signal, 0 = enzyme-free wells; activation factor at 10 µM; 0.24% of 330,000 active; AID 2805, 2010;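 active = activation factor of at least 2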; also: the source names both 10 and 20 µM as test concentration; values of inactives mirror those of a sister screen read the other way
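also added = chemiluminescent substrate CDP-Star | test system = mouse IAP enzyme | signal = chemiluminescence readout | compound = DMSO-dissolved test compounds | incubation = 30 min at room temperature | benchmarks = DMSO wells, no-enzyme wells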
ATG4B inhibitor = ATG4B protease inhibitors, primary screen, biochemical, fluorescence, uHTS. Cysteine protease ATG4B (Homo sapiens), Q9Y4P1. ATG4B cleavage of LC3-PLA2, NBD-HPC fluorescence, 1 h. inhibition, % at 8.33 µM. 0.51% of 340,000 active; in the data active = inhibition above about 40%
Target sequence (Q9Y4P1 whole entry, looked up): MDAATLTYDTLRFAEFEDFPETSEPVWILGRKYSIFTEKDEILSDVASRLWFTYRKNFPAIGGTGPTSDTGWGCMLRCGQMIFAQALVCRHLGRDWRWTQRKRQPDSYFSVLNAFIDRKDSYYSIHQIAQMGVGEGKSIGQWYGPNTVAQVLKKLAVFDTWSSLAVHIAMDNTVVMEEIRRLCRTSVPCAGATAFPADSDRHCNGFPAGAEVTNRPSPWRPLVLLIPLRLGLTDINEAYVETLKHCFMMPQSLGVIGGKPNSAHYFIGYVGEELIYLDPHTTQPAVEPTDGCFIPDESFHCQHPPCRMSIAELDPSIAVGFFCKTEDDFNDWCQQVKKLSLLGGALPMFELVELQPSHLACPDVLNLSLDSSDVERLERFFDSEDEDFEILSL
hIAP activ = human IAP activators, primary screen, biochemical, luminescence, uHTS; purified human IAP, CDP-Star luminescence, 30 min; active compounds read high; 1 = vehicle-only enzyme, 0 = enzyme-free background; activation factor at 10 µM; 0.16% of 330,000 active; Intestinal-type alkaline phosphatase (Homo sapiens), P09923;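 active = activation factor of the enzyme at least 2-fold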; also: the source names both 10 and 20 µM as test concentration; values of inactives mirror those of a sister screen read the other way
Target sequence (P09923 whole entry, looked up): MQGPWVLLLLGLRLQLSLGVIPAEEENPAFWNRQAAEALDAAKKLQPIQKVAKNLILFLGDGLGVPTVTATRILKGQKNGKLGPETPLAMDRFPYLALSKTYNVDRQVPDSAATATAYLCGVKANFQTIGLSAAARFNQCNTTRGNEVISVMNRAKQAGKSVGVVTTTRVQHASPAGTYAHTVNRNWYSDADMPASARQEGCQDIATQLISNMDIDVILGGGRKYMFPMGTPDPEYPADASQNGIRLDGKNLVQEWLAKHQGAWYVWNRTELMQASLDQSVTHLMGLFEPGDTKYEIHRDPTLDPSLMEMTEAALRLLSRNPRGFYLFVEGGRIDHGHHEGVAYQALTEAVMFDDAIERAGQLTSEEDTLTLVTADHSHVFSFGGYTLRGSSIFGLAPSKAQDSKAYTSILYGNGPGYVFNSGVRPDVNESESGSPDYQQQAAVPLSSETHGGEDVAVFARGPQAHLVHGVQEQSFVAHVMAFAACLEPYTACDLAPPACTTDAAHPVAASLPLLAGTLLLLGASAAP
hIAP block = human IAP inhibitors, primary screen, biochemical, luminescence, uHTS | purified IAP, CDP-Star luminescence, 30 min | inhibition, % at 10 µM | 0.12% of 330,000 active | AID 2544, 2010;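 active = inhibition reaching a set limit with compound at 10 µM in the primary screen, cut at about 35% in these data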;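 also: plate controls were DMSO wells with enzyme for no effect and no-enzyme buffer wells for full effect; values of inactives mirror those of a sister screen read the other way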
tim10-1 inh = growth inhibitors of tim10-1 mutant yeast, primary screen, luminescence, uHTS | S. cerevisiae tim10-1 ts strain growth, BacTiter-Glo, 24 h | inhibition, % at 20 µM | 2.2% of 330,000 active | AID 463190, 2010;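 active = inhibition of at least 40%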;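 also: mutant grown at 25 °C; 0% = DMSO wells with yeast and 100% = wells holding no yeast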
Apaf1 inhib = inhibitors of human Apaf-1 apoptosome, primary screen, biochemical, DEVD-Rh110 fluorescence, uHTS | reconstituted apoptosome caspase-3 activity | inhibition, % at 20 µM | 0.71% of 330,000 active | AID 489030, 2010; active = inhibition of at least 40% at 20 µM;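 also: plate controls were DMSO wells for no effect and DEVD-CHO caspase inhibitor wells for full effect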
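Material: reconstituted apoptosome with Apaf-1, cytochrome c, caspase-9, procaspase-3, dATP; medium: pH 7.5 Hepes buffer with CHAPS, BSA, DTT; also added: cytochrome c and DEVD-Rh110 substrate; timing: 30 min plus 50 min, RT; signal: Rh110 fluorescence intensity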
mIAP block = inhibitors of mouse IAP, primary screen, biochemical, luminescence, uHTS. purified mouse IAP, CDP-Star luminescence, 30 min. AID 2806, 2010. inhibition, % at 10 µM. intestinal alkaline phosphatase [Mus musculus]. 0.2% of 330,000 active;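 active = inhibition of at least 40% at 10 µM in the primary screen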;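 also: plate controls were DMSO with enzyme for no effect and no enzyme wells for full effect; values of inactives mirror those of a sister screen read the other way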
TIM10 inh = growth inhibitors of isogenic TIM10 control yeast, primary screen, counter-screen for tim10-1 yeast inhibitor project, luminescence, uHTS | inhibition, % at 10 µM | 1.4% of 330,000 active | S. cerevisiae TIM10 strain growth, BacTiter-Glo luminescence, 24 h;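 active = inhibition of 40% or more at the single tested concentration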;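 also: wild-type TIM10 isogenic control strain grown at permissive 25 °C; 0% = DMSO yeast wells and 100% = minimal medium wells without yeast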
* marks the source's active call; other numbers are inactive results; · = not tested or not shown. Rows are unselected (roughly 4.5% active in at least one column).

item	mol	NALP3 yeast inh	mIAP act	ATG4B inhibitor	hIAP activ	hIAP block	tim10-1 inh	Apaf1 inhib	mIAP block	TIM10 inh
1	CCOc1ccccc1CNC(=O)Cn1ccc2cc(S(=O)(=O)N3CCCC3)ccc21	2	0.98	-3	1.1	-11	8	11	2	1
2	Cc1ccc(S(=O)(=O)n2nc(OC(=O)C3CCCCC3)cc2N)cc1	2	0.96	26	0.87	13	42*	-6	4	30
3	CC(C)(C)NC(=O)C(c1cccs1)N(Cc1cccs1)C(=O)c1ccc(CN2CCOCC2)o1 (stereo not given)	4	0.94	0	1	-5	19	-2	6	7
4	Cc1ccc(C(=O)NC2CCN(C(=O)N3CCOCC3)CC2)cc1	5	0.99	-12	0.97	3	-3	3	1	-8
5	CC(C)(C)NC(=O)NC(=O)CSc1ccc(S(=O)(=O)N2CCCCC2)cn1	22	1	-7	1	-1	37	23	0	11
6	CN(C)S(=O)(=O)c1ccc(S(=O)(=O)NCCN2CCOCC2)cc1	9	1.1	2	1	-1	15	-5	-8	-8
7	O=C(CN1CCC(N2CCCCC2)CC1)N1CCCc2ccccc21	4	1.1	-9	1.1	-9	3	3	-8	0
8	O=C(CSc1cccc(C(F)(F)F)c1)Nc1ccc(N2CCOCC2)cc1	16	1	-3	1.2	-19	6	6	-1	9
9	O=S(=O)(/N=C(/Nc1ccccn1)c1ccc(Cl)cc1)c1ccc(Cl)cc1	12	0.95	-6	0.9	10	8	9	5	21
10	O=c1c(-c2ccc(F)cc2)coc2c3c(ccc12)OCCO3	31	0.98	3	0.82	18	-11	-28	2	-16
11	C/C(=N/NC(=O)CNC(=O)/C=C/c1ccco1)c1ccc(Cl)cc1	-2	1	-4	1.1	-10	25	5	0	8
12	CC(C)n1cc(CN2CCC(C(=O)Nc3cccc(-c4cscn4)c3)CC2)cn1	2	1.2	22	1.5	-47	7	-2	-15	0
13	Cc1ccc(Cl)cc1-n1c(=O)cc(N2CC(C)OC(C)C2)[nH]c1=O (stereo not given)	0	1	1	0.97	3	6	-13	-1	10
14	COc1ccccc1C(=O)N1CCN=C1SCc1cccnc1	20	0.98	-7	0.94	6	4	5	2	-7
15	O=C(CNS(=O)(=O)c1ccccc1)OCc1cccc([N+](=O)[O-])c1	-4	1.1	3	1	-4	8	7	-12	0
16	CC1CC(O)(Cc2ccccc2)C(C)CN1C (stereo not given)	-1	0.99	-8	1	-5	-2	-11	1	-12
17	COc1ccc(N2CC(C(=O)N/N=C/c3ccc([N+](=O)[O-])cc3)CC2=O)cc1 (stereo not given)	9	0.9	3	1.1	-10	14	-5	10	8
18	COc1ccc(Cn2c(=O)[nH]c3cc(C(=O)NC4CCN(Cc5ccccc5)CC4)ccc32)cc1	1	1	-13	1	-5	4	-1	-1	4
19	CC(=O)c1ccc(OCc2cc(C(=O)N(C)Cc3ccon3)no2)cc1	18	0.92	-7	1	-2	24	0	8	-1
20	COc1ccccc1NS(=O)(=O)c1cccc(C(=O)N2CCCCCC2)c1	10	1	-1	1.1	-13	7	4	-1	-2
21	Cc1cccc[n+]1CC(=O)N1c2ccccc2Sc2ccccc21	20	0.97	-3	1	0	31	-2	3	23
22	CC(OC(=O)c1ccc(O)cc1)C(=O)Nc1nc(-c2ccccc2)cs1 (stereo not given)	0	1.1	-19	1.1	-13	21	14	-6	5
23	CCCCC(=O)NC(Nc1ccc(C)cn1)(C(=O)OCC)C(F)(F)F (stereo not given)	2	0.95	5	0.96	4	9	-8	5	13
24	COc1ccc(C(=O)CSc2nnnn2C)c(OC)c1	6	0.97	-11	0.97	3	7	1	3	16
25	COc1ccccc1Nc1ccc([N+](=O)[O-])cn1	32	0.9	13	0.97	3	10	-6	10	18
26	CCC1CCCCN1C(=O)COC(=O)c1ccc(Br)o1 (stereo not given)	11	0.99	2	0.89	11	15	-10	1	5
27	Oc1cccc2cnccc12	10	1	-3	0.94	6	-15	-3	0	2
28	Oc1ccc(C[C@H]2CNCCN2CCC23CC4CC(CC(C4)C2)C3)cc1	13	1.1	3	0.91	9	7	24	-9	13
29	COc1ccccc1CNCC(c1ccccc1)c1ccccc1	20	1.1	·	1	-3	11	6	-7	23
30	CC1=NNC(=O)C1CCC(=O)N/N=C\c1cccc(Cl)c1 (stereo not given)	1	1	-7	0.88	12	-9	1	-3	4
31	CCCC(=O)Nc1ccc(C)c(O)c1	15	1.1	0	1	-5	-26	3	-5	-16
32	OCCC1CN(Cc2nc3ccccc3s2)CCN1C1CCCCC1 (stereo not given)	-1	0.92	1	1.1	-11	9	-10	8	-3
33	COc1ccc(Nc2nc(NCCO)nc(OC)n2)cc1	19	1.1	-12	1	-3	6	13	-7	-2
34	Cc1cccc(N(Cc2ccccc2)C(=O)c2ccc(S(C)(=O)=O)cc2)c1	-3	1	7	1.1	-14	16	8	-4	-5
35	C=CCN(CC=C)CCOc1ccccc1F	-5	0.93	-14	0.96	4	2	-10	7	10
36	N#CCn1c(C2CCCCC2)nc2ccccc2c1=O	0	0.97	-8	1.1	-10	17	8	3	12
37	O=C(O)c1cccc(Nc2ncnc3ccccc23)c1	20	1.1	8	0.95	5	1	-8	-9	3
38	CCc1nn(CC(=O)N(C)C2CCCCC2)c(=O)c2cc3cc(C)ccc3n12	22	0.99	-2	0.93	7	22	16	1	-6
39	CCOC(=O)C1(Cc2cccc(Cl)c2)CCCN(C(=O)c2cc(C)on2)C1 (stereo not given)	-4	0.91	-6	1	-2	10	9	9	-25
40	NC(=O)C1CCN(C(=O)NC2CC(=O)N(c3ccc4c(c3)OCCO4)C2)CC1 (stereo not given)	1	0.98	1	0.96	4	-6	2	2	-7

An excerpt of these results, as labelled records:
27: Oc1cccc2cnccc12
  NALP3 yeast inh: 10; mIAP act: 1; ATG4B inhibitor: -3; hIAP activ: 0.94; hIAP block: 6; tim10-1 inh: -15; Apaf1 inhib: -3; mIAP block: 0; TIM10 inh: 2

28: Oc1ccc(C[C@H]2CNCCN2CCC23CC4CC(CC(C4)C2)C3)cc1
  NALP3 yeast inh: 13; mIAP act: 1.1; ATG4B inhibitor: 3; hIAP activ: 0.91; hIAP block: 9; tim10-1 inh: 7; Apaf1 inhib: 24; mIAP block: -9; TIM10 inh: 13

29: COc1ccccc1CNCC(c1ccccc1)c1ccccc1
  NALP3 yeast inh: 20; mIAP act: 1.1; ATG4B inhibitor: ·; hIAP activ: 1; hIAP block: -3; tim10-1 inh: 11; Apaf1 inhib: 6; mIAP block: -7; TIM10 inh: 23

Continuation:
item	mol	NALP3 yeast inh	mIAP act	ATG4B inhibitor	hIAP activ	hIAP block	tim10-1 inh	Apaf1 inhib	mIAP block	TIM10 inh
41	CCOc1ccc(-c2csc(NC(=O)CSC3=NC(=O)CN3C(C)=O)n2)c2ccccc12	17	0.83	2	1.1	-8	27	-13	17	17
42	O=C(CN1CCN(Cc2ccc(F)cc2)CC1)Nc1ccccc1F	11	1	-2	1	-4	1	2	0	-20
43	Cc1ccc(N(CC(=O)NCc2ccccc2)C(=O)CCC(=O)Nc2ccccn2)cc1	14	0.98	-2	1	-2	9	12	2	-14
44	Cc1ccc(C)n1-c1nccc(-c2cccs2)n1	-13	0.98	4	0.92	8	21	8	2	3
45	Cc1cc[n+](CC(=O)Nc2ccccc2)cc1	16	1.2	-7	1.2	-16	6	9	-16	6
46	CCCC(=O)Nc1ccc(S(=O)(=O)Nc2cc(OC)ncn2)cc1	11	0.99	1	1.2	-16	-20	-7	1	-1
47	Cc1c(C(=O)NCCc2ccc3c(c2)OCCO3)oc2ccccc12	1	1	-5	0.82	18	24	22	-4	11
48	CCS(=O)(=O)Nc1ccc(C2=NN(C(C)=O)C(c3cccs3)C2)cc1 (stereo not given)	-9	1	-7	1	-2	16	-12	-2	11
49	Cc1ccc(C(=O)COC(=O)c2cccc([N+](=O)[O-])c2)s1	10	1.1	16	0.84	16	-1	5	-6	8
50	C#CCOCCOCCOCCNc1nc(N2CCN(C(=O)[C@H](C(C)C)n3cc(CCO)nn3)CC2)nc(N2CCN(C(=O)[C@H]([C@@H](C)CC)n3cc(CCCN=C(N)N)nn3)CC2)n1	22	1	-16	0.93	7	-15	1	0	1
51	CCOC(=O)C1(Cc2ccc(OC)cc2)CCN(C(=O)c2cc(C)on2)CC1	16	1	-18	0.92	8	11	12	-2	5
52	CC1CN(C(=O)c2cccs2)CC(C)O1 (stereo not given)	15	1	11	1.1	-5	10	-1	-2	23
53	Nc1c(C(=O)N2CCCCCC2)oc2ccccc12	13	1	5	1.1	-12	8	14	-1	16
54	Cc1ccc(NS(=O)(=O)c2cccc(C(=O)Nc3cc(C)on3)c2)cc1	3	0.92	-16	1	0	23	-6	8	1
55	COc1ccc(S(=O)(=O)Nc2ccc3oc(C)c(C(=O)O)c3c2)cc1	-9	1	2	0.86	14	5	-9	-1	-5
56	COc1cccc(C(=O)c2c(C)c(CCC#N)n3ccccc23)c1OC	1	0.91	1	0.83	16	15	-7	9	9
57	CN1CCCC(OC(=O)c2cc(Cl)cc(Cl)c2)C1 (stereo not given)	6	1.1	0	1.2	-22	-19	-1	-8	-29
58	COCCNc1nnc(SCC(=O)c2ccc3c(c2)OCO3)s1	3	1	5	1	-1	2	0	-4	-4
59	CCOc1ccc(C(=O)NCc2cccs2)cc1	37	0.92	-6	1	-2	-1	6	8	-17
60	COc1ccc(NC(=O)CCN2C(=O)C3CC=CCC3C2=O)cc1S(=O)(=O)N1CCCCC1 (stereo not given)	4	1	2	0.92	8	-15	1	-2	-1
61	O=C(/C=C/c1ccccc1)NC(=O)c1ccccc1O	16	1	-11	0.89	11	2	-17	-3	4
62	Cc1ccc(NC(=O)CSc2n[nH]c(C)c2[N+](=O)[O-])cc1C	18	0.9	3	0.99	1	-2	7	10	-10
63	CCOC(=O)Cn1nnnc1CN(Cc1ccc(OC)cc1)Cc1cc2cc(CC)ccc2[nH]c1=O	-14	1	-10	1.2	-20	16	10	-2	14
64	Nc1ccc(C(=O)N/N=C/c2cn(Cc3ccc(F)cc3)c3ccccc23)cc1	11	1.2	31	1.3	-25	1	4	-16	6
65	CC1(C)O[C@@H]2[C@H](O1)[C@@H](COS(=O)(=O)O)O[C@H]2n1c(=S)[nH]c2c(=O)[nH]c(N)nc21	11	1	6	1	-4	-1	7	-3	-4
66	CC(=O)Nc1ccc(S(=O)(=O)n2cnc3ccccc32)cc1	4	0.96	6	1.2	-22	10	-2	4	0
67	COc1ccc(C(C)=O)cc1CSCc1cc(C(C)=O)ccc1OC	26	0.98	0	0.91	9	32	8	2	3
68	CC(NC(=O)C1CCN(S(=O)(=O)c2cccc3nonc23)CC1)c1ccccc1 (stereo not given)	-5	0.98	-6	0.94	6	-12	1	2	8
69	Cc1cccc(NC(=O)CSc2nc(COc3ccccc3)nc3ccccc23)c1C	17	0.99	-16	0.91	9	22	10	1	4
70	Cc1cc(C)nc(N/C(=N\S(=O)(=O)Cc2ccccc2)Nc2ccccc2Br)n1	-11	0.94	13	0.98	2	38	23	6	7
71	CN(C)C(CNC(C(=O)Nc1ccc(F)cc1)c1ccccc1)c1ccccc1 (stereo not given)	17	1.1	-5	1.1	-13	6	13	-15	-4
